# High-throughput results from PubChem BioAssay.
# MMP-13 inhibitor – blocks human MMP13 activity | MMP-13 fTHP FRET cleavage, Mca fluorescence | inhibition, % at 4 µM | 0.07% of 65,000 active;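 active means inhibition above the mean of compound-free control plate wells plus 3 SD, cut at about 14% in these data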;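 further: 0% = DMSO wells and 100% = wells with reference MMP-13 inhibitor after basal subtraction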
# A340 absorber – compound absorbs light at 340 nm; compound absorbance at 340 nm, fold over control; fold change at 10 µM; 65,000 tested, under 10 active; AID 708;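 active means at 10 µM dose, initial 340 nm absorbance at least 2 fold that of control wells; inactive means change under 2 fold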;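 further: initial absorbance extrapolated from kinetic A340 decline of NADH oxidation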
# 5HT1E antag – 5-HT1E (human) receptor antagonism; P28566; CHO 5-HT1E Ga15 NFAT-bla reporter, FRET, antagonist; inhibition, % at 6 µM; 0.99% of 65,000 active; AID 571;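 active means inhibition above a set limit, the mean inhibition across every tested compound plus 3 SD, cut at about 29% in these data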;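 further: signal is the 460 over 535 nm emission ratio of beta-lactamase substrate; 0% = agonist plus DMSO wells and 100% = wells without agonist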
# 5HT1a antag – antagonists of human 5-HT1a serotonin receptor. CHO 5-HT1a Ga15 NFAT-bla reporter, antagonist mode. 0.68% of 62,000 active. inhibition, % at 10 µM. AID 612. P08908;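 active means inhibition above the mean of all tested compounds plus 3 SD, cut at about 43% in these data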;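 further: receptor stimulated by 5-CT agonist at 100 nM near EC80; beta-lactamase reporter measured by ratiometric fluorescence of a cleavable substrate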
# S1P1 ag pot – S1P1 (human) agonism or agonism potentiation | P21453 | S1P1 CRE-bla cells, forskolin, beta-lactamase FRET, potentiator mode; S1P1 agonist co-added at EC20, 2 nM; 100% = saturating reference agonist, 0% = basal | activation, % at 9.5 µM | 0.57% of 56,000 active | AID 449;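 active means activation above a cutoff set at the mean activation of all tested compounds plus 3 SD, cut at about 54% in these data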;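 further: forskolin at 4 µM as EC80 and the EC20 agonist is SEW2871; 100% = SEW2871 at its EC100 plus forskolin at EC80; some compounds past the cut are filed as inactive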
# Target sequence (P21453 whole entry, looked up): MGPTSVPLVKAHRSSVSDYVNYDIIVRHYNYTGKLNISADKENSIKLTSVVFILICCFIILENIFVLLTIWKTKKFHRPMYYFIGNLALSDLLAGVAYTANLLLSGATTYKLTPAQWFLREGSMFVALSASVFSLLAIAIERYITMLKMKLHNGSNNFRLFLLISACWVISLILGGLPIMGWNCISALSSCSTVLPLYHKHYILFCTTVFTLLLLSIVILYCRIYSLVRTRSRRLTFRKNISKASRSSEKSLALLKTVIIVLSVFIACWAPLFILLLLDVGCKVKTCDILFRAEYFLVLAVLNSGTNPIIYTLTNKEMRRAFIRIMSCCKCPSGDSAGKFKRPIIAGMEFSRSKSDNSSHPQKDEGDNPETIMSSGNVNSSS
# S1P3 ag – S1P3 (human) receptor agonism. Q99500. AID 373. S1P3 NFAT-BLA reporter cells, FRET ratio; relative to 1 µM S1P, basal subtracted. activation, % at 4.5 µM. 0.1% of 60,000 active;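 active means activation above the screen-wide mean plus 3 SD, cut at about 4.5% in these data, passing the limit was not always enough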; further: some compounds called inactive have numbers as strong as hits
# Target sequence (Q99500 whole entry, looked up): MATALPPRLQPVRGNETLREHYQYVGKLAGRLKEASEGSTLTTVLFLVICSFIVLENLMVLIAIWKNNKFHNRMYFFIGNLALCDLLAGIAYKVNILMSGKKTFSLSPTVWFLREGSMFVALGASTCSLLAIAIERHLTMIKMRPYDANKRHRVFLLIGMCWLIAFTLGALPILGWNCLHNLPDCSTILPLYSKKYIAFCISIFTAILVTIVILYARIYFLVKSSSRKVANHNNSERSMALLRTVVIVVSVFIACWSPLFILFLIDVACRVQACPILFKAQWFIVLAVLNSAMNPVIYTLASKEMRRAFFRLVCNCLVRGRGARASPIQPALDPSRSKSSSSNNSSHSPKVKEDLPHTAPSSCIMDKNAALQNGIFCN
#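 Assay system: stable CHO line with human S1P3, Gα16, NFAT-BLA reporter; Detection: FRET β-lactamase substrate fluorescence, excitation 405 nm, 460/535 nm emission ratio, background-subtracted; Read-out: percent activation versus median 1 µM S1P response, basal-subtracted, per plate; Incubation: cells plated overnight, compound 4 h 37 °C, substrate 2 h RT.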
# Fluor 339 460 – intrinsic fluorescence of library compounds, ex339/em460 – biochemical, MLSMR library, data from DPM-DC assay, artefact control, profiling panel; compound autofluorescence, ex339/em460 nm, NADH buffer; stronger effect = higher value; 1 = no-compound wells, NADH background; fluorescence fold increase at 10 µM; 5.5% of 65,000 active;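 active means at 10 µM, mean starting fluorescence two-fold or more over control wells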;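 further: signal is the first read of a kinetic run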
# HTR1E agonist – activates the human 5-HT1E serotonin receptor. P28566. activation, % at 6 µM. AID 574. 0.69% of 65,000 active. CHO 5-HT1E Ga15 NFAT-bla reporter, FRET; 0% DMSO wells, 100% control agonist wells;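 active means activation above a set limit, the screen-wide mean activation plus 3 SD, cut at about 8.5% in these data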;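 further: 100% = positive control agonist at 1 µM giving full maximal response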
# Her2 expr inh – lowers expression of human Her2 kinase; P04626; SKBR-3 HER2 protein level, AlphaScreen, 18-24 h; stronger effect = lower value; AID 645; 0.69% of 65,000 active; HER2 level % of control, % at 10 µM;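 active means HER2 level under 5% of the carrier-only control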;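 further: 100% = DMSO carrier and 0% = 500 nM PU-H71 HSP90 inhibitor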
# An asterisk follows results filed as active; i = inactive; nt = no result given; [ ] = another dose, or the depositor's remark.
# The line under a structure holds: MMP-13 inhibitor	A340 absorber	5HT1E antag	5HT1a antag	S1P1 ag pot	S1P3 ag	Fluor 339 460	HTR1E agonist	Her2 expr inh
COc1cc(C2NC(=O)NC(C)=C2C(=O)OCC2CCCO2)ccc1O (configuration not stated)
 : 5.3	0.99	-9.2	-5.6	-38.2	-0.4	1.03	0.1	69.4
CCOC(=O)CC(=O)CSc1ccc2nnc(-c3ccc(F)cc3)n2n1
 : -11.8	1.01	1.9	-1.5	6.7	0.1	1.68	0.3	111.0
O=C(CN1CCN(c2ccccn2)CC1)Nc1ccc2ccccc2c1
 : 0.4	1.01	-5.7	5.4	5.7	-0.5	1.08	0.1	99.2
c1ccc(-c2cn3cccnc3n2)cc1
 : i[fluorescence artefact?]	1.04	-0.2	-0.3	nt	nt	2.51*	0.0	nt
CCc1cc(C(=O)N2CCOCC2)c(NC2=NS(=O)(=O)c3ccccc32)s1
 : 1.7	1.12	-0.6	1.5	-9.6	-0.8	1.13	0.5	107.3
O=C(c1ccccc1CCc1ccccc1)N1CCN(c2ccccn2)CC1
 : -11.0	1	-7.5	26.5	0.7	-0.6	1.11	0.4	79.9
O=C(c1nc2ncccn2n1)N1CCN(c2ccc(F)cc2)CC1
 : 9.0	1.02	0.3	-4.6	nt	-1.0	1.01	0.5	95.5
CC(=O)c1cc2c(cc1NC(=O)c1cc3nc(C(C)C)cc(C(F)(F)F)n3n1)OCO2
 : 8.6	1.01	2.2	8.5	5.3	-1.5	1.53	-0.3	60.1
Cc1nn(-c2ccccc2)c2sc(-c3n[nH]c(=S)o3)cc12
 : -309.1[fluorescence artefact?]	1.11	4.9	2.2	-2.9	-0.3	3.86*	0.5	97.2
Cc1cc(C)n(-c2nnc(C)n2NS(C)(=O)=O)n1
 : 5.8	1.02	6.5	4.4	-27.5	-1.1	1.14	0.4	91.8
O=C(Cn1nc(-c2cccc(Cl)c2)ccc1=O)Nc1cccnc1
 : -4.8	0.99	4.3	-2.6	-16.3	0.5	0.99	0.6	110.3
CCOc1cc(C#N)c(NC(=O)Cn2nnc3ccccc32)cc1OCC
 : 4.6	0.99	2.0	1.0	-4.8	-0.9	1.12	-1.3	74.2
Cc1cc(NC(=O)CSc2c3c(nc4ccccc24)CCC3)no1
 : 0.1	1.03	1.4	18.9	-13.2	-0.2	1.08	0.5	75.0
CSc1ccc(NC(=O)CC(C)=O)cc1
 : 1.3	1.01	-2.2	-2.9	-15.9	-1.0	1.08	-0.5	138.9
CN(CC(=O)N1CC=C(c2ccccc2)CC1)S(=O)(=O)c1cnc[nH]1
 : -2.1	0.99	5.8	1.6	-0.6	-1.2	1.1	0.5	105.3
CCOC(=O)c1c(N)sc(C(N)=O)c1C
 : -2.4	1.05	-0.4	2.6	-26.4	-0.2	1.09	-0.4	114.6
O=C(Nc1cccc(-c2nc3cc(Cl)ccc3o2)c1)C1CCCO1 (configuration not stated)
 : -22.2	1.02	-7.9	0.7	-16.7	0.4	1.1	2.0	95.5
COc1ccccc1CCC(=O)Nc1nc2ccccc2[nH]1
 : -2.2	1	-11.5	4.0	-17.8	-0.6	1.05	-0.4	59.9
CN=C1SC(CC(=O)Nc2ccccc2F)C(=O)N1C (configuration not stated)
 : -1.6	1.01	-5.2	-2.7	-18.3	-0.5	1.04	1.4	101.3
COc1ccc2cc(CCNC(=O)c3ccc4c(c3)OCO4)c(=O)[nH]c2c1
 : 2.2	1.13	11.1	18.1	10.4	-1.3	1.29	-0.6	101.0
CCCn1c(=NC(=O)c2ccncc2)c(C(=O)OCC)cc2c(=O)n3cccc(C)c3nc21
 : -10.0	1.02	-6.9	-13.7	-8.3	0.5	1.65	0.0	100.6
Cc1ccc(-n2nnnc2SCC(=O)N2c3ccccc3NC(=O)C2(C)C)cc1
 : 1.3	1.02	0.8	2.0	10.6	-1.4	1.13	-0.5	86.1
CCOC(=O)CC(NS(=O)(=O)c1ccc(NC(C)=O)cc1)c1ccc(OCC)cc1 (configuration not stated)
 : -2.5	0.99	2.0	-9.6	-17.6	-1.6	1.02	0.1	114.4
COc1cc2nc(SCC(=O)NC3CC3)n(CCC3=CCCCC3)c(=O)c2cc1OC
 : 1.5	1	-7.4	-12.6	4.8	1.5	1.06	0.3	183.4
CCC(C(=O)N1CCN(c2ccccn2)CC1)n1nc(C)n2c(cc3occc32)c1=O (configuration not stated)
 : -5.8	1.01	0.2	-8.3	-2.5	0.4	1.09	0.0	94.4
CCC1CCCCN1C(=O)c1cc(-c2ccc(Cl)c(Cl)c2)on1 (configuration not stated)
 : 7.1	1	-2.1	7.0	-4.9	-1.1	1.09	-0.7	80.4
O=C(Nc1ccc(Cc2ccncc2)cc1)c1ccc(Br)o1
 : -4.8	1.05	-5.6	-12.6	nt	-0.4	1.08	1.1	86.9
c1ccc2c(c1)nc(NCC1CCCO1)c1nnnn12 (configuration not stated)
 : -56.2	1.08	7.0	-17.8	-2.5	-0.6	2.11*	1.6	89.6
Cn1c(=O)c2c(-c3ccncc3)c3c(nc2n(C)c1=O)-c1ccccc1C3=O
 : -3.9	1.02	-2.4	0.7	-10.4	-0.7	0.98	-0.6	91.2
O=C1c2cccnc2C(=O)N1c1ccccc1-c1ccccc1
 : 3.2	1.04	-2.2	1.8	nt	0.1	1.06	0.4	nt
CC(C)n1c(C(O)c2ccccc2)nc2ccccc21 (configuration not stated)
 : 0.3	1.04	0.1	4.3	6.2	0.1	1.13	-0.8	76.9
CC(C)CCC(C(=O)O)C(C)CC(=O)NC1CCCCC1 (configuration not stated)
 : 1.7	1.01	-8.5	3.7	-9.2	-1.6	1.07	-0.1	110.0
Cc1nc2cc(NC(=O)N3CCC(c4ccccc4)C3)ccc2n1C (configuration not stated)
 : 1.7	1	-0.5	2.3	4.1	0.0	1.01	0.1	101.7
CC(C)OCCCNc1ncnc2c1[nH]c1ccccc12
 : -19.4	1.07	12.3	25.8	61.1	-1.1	2.65*	0.8	71.6
Nc1ccc2cn[nH]c2c1
 : -1.8	0.98	5.6	nt	-14.6	-2.2	1.03	-0.5	91.9
C=C(C)COc1ccc2c(C)c(C)c(=O)oc2c1OCC(=C)C
 : -16.2	1.05	1.6	11.2	nt	-1.3	2.13*	-1.0	51.1
Cc1nnc2sc(-c3cccc4ccccc34)nn12
 : -37.9	1.03	-7.1	-8.9	-2.0	-1.1	2.25*	-1.5	142.9
O=C(CCCCCn1c(=O)[nH]c2ccsc2c1=O)N1CCCCC1
 : 10.8	0.98	-6.4	-3.6	nt	nt	1.05	1.1	132.4
COC(=O)c1[nH]c2cc(OC)ccc2c1NC(=O)CCN1CCCCC1
 : -6.8	1.01	-1.2	-11.9	-9.4	-0.1	1.18	1.4	74.7
CC1=C(C(=O)NC2CCCCC2C)C2(CCC(C)CC2)OC1=O (configuration not stated)
 : 1.4	1.02	1.2	-4.6	-19.3	0.5	1.1	0.6	82.7
Cc1ccc(-c2nc3ncccc3o2)cc1NC(=O)c1cc2ccccc2o1
 : 0.2	1.04	-8.8	7.5	-7.8	-0.5	1.1	0.8	115.8
CCOC(=O)c1cnc(-n2nc(C)cc2C)nc1NCc1ccccc1
 : -6.5	1.02	15.5	47.4*	10.1	-1.7	1.36	0.0	223.4
CCC(=O)OCCn1c(=O)c2cc3c(=O)n(CCOC(=O)CC)c(=O)c3cc2c1=O
 : -5.3	1.01	-0.4	1.4	-8.0	-0.4	1.04	0.0	127.5
COc1cc(SC)ccc1C(=O)Nc1ccc2c(c1)CCN2S(C)(=O)=O
 : 3.7	1.07	8.7	6.6	-25.8	-0.8	1.08	-0.4	110.9
Cc1noc(C)c1C(=O)Nc1ccccn1
 : -4.0	1.02	-7.9	-14.8	nt	0.4	1.07	0.6	118.9
C1CCN(c2nc3nonc3nc2N2CCCC2)C1
 : 3.6	1.21	4.1	1.0	-19.3	-0.6	1.08	0.5	54.7
CCOC(=O)C1CCCN(C(=O)c2cn(CC)c3ccc(S(=O)(=O)N(C)C)cc3c2=O)C1 (configuration not stated)
 : 5.5	1.07	1.3	-0.5	3.9	-1.5	1.03	1.1	83.0
C1=Nc2c(NCc3ccccc3)ncnc2Oc2ccccc21
 : -7.9	1	11.7	12.4	1.7	0.1	1.02	-0.7	142.8
Cc1ccc(N2CC(C(=O)NCCCn3ccnc3)CC2=O)cc1 (configuration not stated)
 : -0.8	1.02	4.2	-1.9	-7.4	0.0	1.01	-1.7	115.9
COc1ccc(Cn2nnnc2C(c2ccc(C)cc2)N2CCN(C3CCCC3)CC2)cc1 (configuration not stated)
 : 1.5	0.99	-4.1	11.2	11.2	-0.2	1.1	-0.4	115.2
COc1cccc(CNC(=O)C2CCN(S(=O)(=O)N3CCCC3)CC2)c1
 : -4.7	1.02	-15.2	0.1	13.8	-0.2	1.05	-0.8	111.2
N#CC1=C(N)NC(SCC(=O)O)=C(C#N)C12CCCC2
 : -1.7	1.04	-3.7	1.6	-2.5	-1.0	1.22	0.8	117.7
COc1cccc(-n2nnnc2SCC(=O)NCc2ccco2)c1
 : -1.4	1	1.0	-5.6	-7.6	-1.4	1.06	1.4	92.7
COc1ccc(N2CCN(Cc3nc(N)nc(Nc4ccc(C)c(Cl)c4)n3)CC2)cc1
 : 3.4	0.98	13.4	3.7	32.8	-0.2	1.03	0.6	84.2
Cc1ccc(NC2SC(=O)N(Cc3cccc(C(=O)O)c3)C2=O)cc1 (configuration not stated)
 : -5.2	1.03	-2.9	0.5	-15.0	-0.1	1.05	1.2	148.1
O=C(Nc1nnc(C2CC2)s1)c1cc(-c2ccccc2)nn1-c1ccccc1
 : -3.1	1.06	-5.1	-9.0	nt	nt	1.11	0.9	65.3
CCOC(=O)CN1CC23C=CC(O2)C(C(=O)O)C3C1=O (configuration not stated)
 : -4.6	1.04	-12.2	-21.4	-21.7	-0.8	1.11	0.8	104.3
CC1=C(C(=O)Nc2cc(-c3cccc(F)c3)[nH]n2)C2(CCCCC2)OC1=O
 : 3.1	1.04	8.4	29.5	-10.0	0.1	1.08	-0.2	59.6
Cc1ccc(C)c(N2CCN(C(=O)CCS(=O)(=O)c3cccc4nonc34)CC2)c1
 : -0.5	1.05	12.0	-1.4	nt	nt	1.12	-0.9	191.6
C/C(=N\O)C(=O)NCc1ccccn1
 : 2.0	1.01	-2.1	-1.4	5.4	-0.7	1.08	-1.1	96.4

# More compounds.
# The line under a structure holds: MMP-13 inhibitor	A340 absorber	5HT1E antag	5HT1a antag	S1P1 ag pot	S1P3 ag	Fluor 339 460	HTR1E agonist	Her2 expr inh
CCc1ccccc1NC(=O)CN(C)Cc1nc(N)nc(Nc2ccccc2C)n1
 : -4.0	1.04	-2.6	3.0	-24.1	-0.3	1.12	1.3	109.6
CCOc1ccc(S(=O)(=O)NCC2CCCO2)c2cccnc12 (configuration not stated)
 : -49.8	1.02	-3.5	-3.6	10.5	0.3	2.21*	-1.0	135.9
O=C(CCNc1ccc(F)c(Cl)c1)c1ccco1
 : -10.1	1.03	6.3	7.6	10.4	-2.0	1.09	-0.7	91.0
COc1ccc(Oc2c(C)oc3c(CN(C)C)c(O)ccc3c2=O)cc1
 : -53.1	1.16	-2.8	-9.5	0.8	-0.2	3.92*	0.0	108.7
